AMA1-RON2 inh: AMA1-RON2 (P. falciparum) interaction inhibition. AlphaScreen AMA1-biotinylated RON2 peptide binding. Potency, µM (titrated, usually from 58.2 µM), for the others: at the highest dose activity change, negative = inhibition, hits mostly inhibitors. actives 0.2% (n = 360,000). AID 720542;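 note: potency is the fitted concentration of half-maximal effect; 0% = vehicle wells and -100% = peptide control; nearly all actives have a fitted effect of over 45% in size; some results filed as inactive show a strong effect at the top dose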
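AMA1 (3D7) with his tag at 25 nM final met compounds first, then biotinylated RON2 peptide at 25 nM; detection used donor plus acceptor beads, 10 µg/mL apiece, read by AlphaScreen after 30 min at room temperature.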
Giardia FBPA inh: inhibitors of Giardia lamblia fructose-1,6-bisphosphate aldolase; AID 2451; Potency, µM (series often up to 59.6 µM), for the others: at the top dose activity, negative = inhibition, most hits filed as inhibitors; purified Giardia FBPA; actives 0.71% (n = 290,000); note: potency is the fitted concentration of half-maximal effect; % is set by controls: 0 for no effect and ±100 for the full control effect; nearly all actives have a fitted effect of over 55% in size
Target sequence (A8B2U2 whole entry, looked up): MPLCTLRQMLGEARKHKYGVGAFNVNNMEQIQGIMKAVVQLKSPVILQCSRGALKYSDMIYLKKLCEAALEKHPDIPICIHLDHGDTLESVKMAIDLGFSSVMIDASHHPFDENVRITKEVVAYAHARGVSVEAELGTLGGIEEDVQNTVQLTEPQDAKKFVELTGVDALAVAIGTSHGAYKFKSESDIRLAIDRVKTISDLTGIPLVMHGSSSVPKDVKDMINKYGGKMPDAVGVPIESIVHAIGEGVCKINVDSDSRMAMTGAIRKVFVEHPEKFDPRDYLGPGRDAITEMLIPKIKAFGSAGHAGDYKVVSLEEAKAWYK
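Giardia FBPA (40 nM reagent) was preincubated 10 min at RT with compound (up to 57.5 uM final), then substrate plus GAPDH/TPI/NAD/arsenate coupling system with diaphorase/resazurin was added; resorufin fluorescence (525/598 nm) was read after 20 min.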
AmpC inh no detg: AmpC beta-lactamase inhibition without detergent; AmpC nitrocefin hydrolysis, absorbance 480 nm, 0.0001% Triton; Potency, µM (doses to about 57.1 µM), without a hit: at the highest dose activity change, negative = inhibition, actives largely listed as inhibitors; actives 0.52% (n = 330,000); AID 485341;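 note: potency is the fitted concentration of half-maximal effect; plate controls were no compound for no effect and no enzyme for full effect; nearly all actives have a fitted effect of over 20% in size; some results filed as inactive show a strong effect at the top dose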
Target sequence (P00811 whole entry, looked up): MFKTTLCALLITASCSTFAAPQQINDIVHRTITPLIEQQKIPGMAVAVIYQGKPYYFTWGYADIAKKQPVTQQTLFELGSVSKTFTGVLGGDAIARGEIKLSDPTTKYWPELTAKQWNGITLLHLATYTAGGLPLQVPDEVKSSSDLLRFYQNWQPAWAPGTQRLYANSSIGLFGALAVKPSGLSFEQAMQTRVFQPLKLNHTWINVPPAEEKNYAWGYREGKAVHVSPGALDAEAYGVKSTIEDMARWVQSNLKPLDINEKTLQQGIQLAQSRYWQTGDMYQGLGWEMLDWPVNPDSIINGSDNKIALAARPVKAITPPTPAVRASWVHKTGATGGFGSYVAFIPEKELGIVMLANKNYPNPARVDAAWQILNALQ
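AmpC (5.3 nM in the dispensed reagent) in 20 mM phosphate pH 7.0 with 0.01% (detergent screen) or 0.0001% Triton X-100 was preincubated with compounds for 15 min at room temperature. Nitrocefin was then added from an 800 uM solution, and hydrolysis was followed at 480 nm.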
CHX counter: counter-screen hit for Shiga toxin inhibitors, cycloheximide | AID 2314 | cell reporter, cycloheximide protein synthesis inhibition counterscreen | actives 12% (n = 300,000) | max response, %; in the data active = max response mostly above about 13%, no sharp cut-off; inactive = mostly below about 14%; note: read at 38.3 µM for the half of the compounds with a filed dose; 0% is about no effect
Shiga inhibitor: inhibitors of Shiga toxin in Vero cells; Vero cells, Shiga toxin protein synthesis inhibition reporter; inhibition, % at 38.7 µM; actives 9.2% (n = 290,000); AID 2315; in the data active = inhibition mostly above about 28%, no sharp cut-off; inactive = mostly below about 43%; note: 0% is about no effect
AmpC inh detg: blocks E. coli AmpC beta-lactamase in detergent assay | P00811 | AmpC hydrolysis of nitrocefin, absorbance 480 nm, 0.01% Triton | Potency, µM (top dose mostly 114 µM), without a hit: at the highest dose activity change, negative = inhibition, usual class: inhibitors | actives 0.041% (n = 370,000) | AID 485294;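 note: potency is the fitted concentration of half-maximal effect; 0% = no-compound wells and -100% = no-enzyme wells; nearly all actives have a fitted effect of over 25% in size; some results filed as inactive show a strong effect at the top dose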
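20 mM phosphate pH 7.0 + 0.01% (detergent screen) or 0.0001% Triton X-100; 5.3 nM AmpC reagent; cpd preinc 15 min RT; nitrocefin (800 uM stock) to start; A480 q20 s × 4 min; Activity was normalised to no-enzyme and no-compound control wells.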
HCMV antiviral: blocks human cytomegalovirus replication; HFF cells, HCMV-luciferase reporter, 72 h; stronger effect = lower value; activity change, negative = inhibition, % at 57.5 µM; actives 4.5% (n = 410,000); in the data active = activity change below about -60%; inconclusive = no clear call, values can overlap the other calls; inactive = above about -39%; note: % is set by controls: 0 for no effect and ±100 for the full control effect
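HFF cells seeded 16 h at 37C, treated with compounds, infected with luciferase-reporter HCMV at MOI 1 PFU/cell; luciferase read at 72 h post infection, normalized to buffer-only and Salinomycin controls.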
The depositor's hits bear a star; & = joins results of further samples; [ ] = remark or other dose. Unless noted, calls come from the whole dose curve; as a rule, active = well fitted curve in the direction sought with a large enough effect; inconclusive = small, poorly fitted or top-dose-only effect, or another doubt; inactive = no such curve, though single readings can be large; an effect the other way counts as inactive or inconclusive.

What do the screens show for `CC1CCCCN1C(=O)c1cccc(NC(=O)c2ccccc2)c1` (stereo unspecified)?
AMA1-RON2 inh: -9%; Giardia FBPA inh: 3%; AmpC inh no detg: 1%; CHX counter: 25; Shiga inhibitor: 18; AmpC inh detg: -5%; HCMV antiviral: -26

Results for COc1cccc(NC(=O)c2nn(C)c(C(=O)Nc3cccc(OC)c3)c2[N+](=O)[O-])c1 ?
AMA1-RON2 inh: 0%; Giardia FBPA inh: 4%; AmpC inh no detg: -40%; CHX counter: -2; Shiga inhibitor: 18; AmpC inh detg: -7%; HCMV antiviral: -13

What do the screens show for `COc1ccc(CNS(=O)(=O)c2cc3c(cc2C)N(C)CCO3)cc1`?
AMA1-RON2 inh: -3%; Giardia FBPA inh: 6%; AmpC inh no detg: 16%; CHX counter: -4; Shiga inhibitor: -4; AmpC inh detg: -14%&19%; HCMV antiviral: inconclusive

Results for O=C(COC(=O)c1ccc(O)cc1)Nc1cccc(S(=O)(=O)N2CCCCC2)c1 ?
AMA1-RON2 inh: 0%; Giardia FBPA inh: -6%; AmpC inh no detg: 8.9µM*; CHX counter: 0; Shiga inhibitor: -6; AmpC inh detg: 2%; HCMV antiviral: -25

How did COc1ccccc1/C=N/NC(=O)c1nnn(-c2nonc2N)c1CSC1=NCCS1 do in these assays?
AMA1-RON2 inh: -19%; Giardia FBPA inh: inconclusive; AmpC inh no detg: -22%; CHX counter: -2; Shiga inhibitor: -31; AmpC inh detg: -13%; HCMV antiviral: -4

How did C=CCN(CC=C)C(=O)c1cccc(OC2CCN(S(=O)(=O)N(C)C)CC2)c1 do in these assays?
AMA1-RON2 inh: 3%; Giardia FBPA inh: 11%; AmpC inh no detg: 79%[activator]; CHX counter: 2; Shiga inhibitor: -20; AmpC inh detg: 1%; HCMV antiviral: 3

Results for CC1=C(C(=O)OCC2CCCO2)C(c2coc3ccccc3c2=O)C2=C(CC(C)(C)CC2=O)N1 (stereo unspecified) ?
AMA1-RON2 inh: -9%; Giardia FBPA inh: 4%; AmpC inh no detg: 47%; CHX counter: 1; Shiga inhibitor: 5; AmpC inh detg: 8%; HCMV antiviral: 22

Results for Cc1ccc(S(=O)(=O)CC(=O)Nc2ccc(F)c(F)c2F)cc1 ?
AMA1-RON2 inh: -4%; Giardia FBPA inh: 3%; AmpC inh no detg: -10%; CHX counter: -1; Shiga inhibitor: -7; AmpC inh detg: -7%; HCMV antiviral: -13

How did Cc1ccccc1OCC(=O)Nc1ccccc1NC(=O)c1ccco1 do in these assays?
AMA1-RON2 inh: 6%; Giardia FBPA inh: -4%; AmpC inh no detg: -4%; CHX counter: -4; Shiga inhibitor: 19; AmpC inh detg: inconclusive; HCMV antiviral: -23

How did O=C(CNC(=O)c1ccccc1Cl)N/N=C/C=C/c1ccccc1 do in these assays?
AMA1-RON2 inh: 39%[activator]; Giardia FBPA inh: 3%; AmpC inh no detg: -19%; CHX counter: 7; Shiga inhibitor: 8; AmpC inh detg: -16%; HCMV antiviral: -39

What do the screens show for `CC(=O)N1C(=O)NC2=C(C(=O)CCC2)C1c1cccc([N+](=O)[O-])c1` (stereo unspecified)?
AMA1-RON2 inh: 0%; Giardia FBPA inh: -3%; AmpC inh no detg: -24%; CHX counter: -8; Shiga inhibitor: -3; AmpC inh detg: -2%; HCMV antiviral: -5

How did Cc1ccccc1CNC(=O)C(=O)Nc1nccs1 do in these assays?
AMA1-RON2 inh: 108%[activator]; Giardia FBPA inh: -8%; AmpC inh no detg: -9%; CHX counter: 0; Shiga inhibitor: 5; AmpC inh detg: -2%; HCMV antiviral: 10

Results for O=C(NCCCCc1ccccc1)c1ccccc1Cl ?
AMA1-RON2 inh: 26%; Giardia FBPA inh: -1%; AmpC inh no detg: -15%; CHX counter: 24*; Shiga inhibitor: 58*; AmpC inh detg: inconclusive; HCMV antiviral: 6

Results for BrCCOCCOc1ccc2ccccc2c1 ?
AMA1-RON2 inh: 17%; Giardia FBPA inh: 1%; AmpC inh no detg: -9%; CHX counter: 65*; Shiga inhibitor: 26; AmpC inh detg: inconclusive; HCMV antiviral: 1

How did O=C(CC1C(=O)NCCN1C(=O)Nc1ccccc1)Nc1ccc2c(c1)OCO2 (stereo unspecified) do in these assays?
AMA1-RON2 inh: -20%; Giardia FBPA inh: -6%; AmpC inh no detg: 3%; CHX counter: -3; Shiga inhibitor: -1; AmpC inh detg: -9%; HCMV antiviral: 7

How did COc1ccc2c(c1)CC/C(=C\c1ccc(OC)c(Cn3nc(C)cc3C)c1)C2=O do in these assays?
AMA1-RON2 inh: inconclusive; Giardia FBPA inh: -7%; AmpC inh no detg: 48%; CHX counter: -2; Shiga inhibitor: -12; AmpC inh detg: -1%; HCMV antiviral: -9

Results for Cc1ccccc1OCC(=O)N(Cc1ccco1)c1c(N)n(Cc2ccccc2)c(=O)[nH]c1=O ?
AMA1-RON2 inh: -6%; AmpC inh no detg: -35%; AmpC inh detg: 0%; HCMV antiviral: 0

What do the screens show for `CC1(C)Cc2ccccc2-c2nc3ccccc3c(=O)n21`?
AMA1-RON2 inh: 10%; Giardia FBPA inh: 3%; AmpC inh no detg: 6%; CHX counter: 5; Shiga inhibitor: -4; AmpC inh detg: -5%; HCMV antiviral: inconclusive

Results for O=S(=O)(Nc1nc(-c2sccc2Cl)cs1)c1cc(Cl)ccc1Cl ?
AMA1-RON2 inh: -17%; Giardia FBPA inh: 6%; AmpC inh no detg: -48%; CHX counter: -2; Shiga inhibitor: -4; AmpC inh detg: -6%

How did COc1ccc(C#Cc2ccc3c(c2)c(=O)c2ccccc2n3C)cc1 do in these assays?
AMA1-RON2 inh: 17%; Giardia FBPA inh: -22%; AmpC inh no detg: -36%; CHX counter: 1; Shiga inhibitor: 4; AmpC inh detg: inconclusive; HCMV antiviral: -37

How did CC(=O)Nc1ccc(OCC(=O)NCc2ccc3c(c2)OCO3)cc1 do in these assays?
AMA1-RON2 inh: 1%; Giardia FBPA inh: -1%; AmpC inh no detg: 30%; CHX counter: 5; Shiga inhibitor: 2; AmpC inh detg: inconclusive; HCMV antiviral: 28

Results for CC(=O)Nc1ccc(Br)cc1C(=O)C(=O)O ?
AMA1-RON2 inh: 0%; Giardia FBPA inh: -21%; AmpC inh no detg: -26%; CHX counter: 1; Shiga inhibitor: -6; AmpC inh detg: inconclusive; HCMV antiviral: -10

Results for O=C(CN1CCN(c2ccc(F)cc2)CC1)Nc1ccc(F)c(F)c1 ?
AMA1-RON2 inh: 5%; Giardia FBPA inh: 3%; AmpC inh no detg: 9%; CHX counter: -2; Shiga inhibitor: -2; AmpC inh detg: 1%; HCMV antiviral: -6

How did Nc1ccc2nc3c(c(Cl)c2c1)CCCC3 do in these assays?
AMA1-RON2 inh: 4%; Giardia FBPA inh: -11%; AmpC inh no detg: 12%; CHX counter: 29*; Shiga inhibitor: 28; AmpC inh detg: -3%; HCMV antiviral: 43

What do the screens show for `CC1CCc2sc(C(=O)N=Nc3c(O)[nH]c4ccccc34)cc2C1` (stereo unspecified)?
Giardia FBPA inh: 0%; AmpC inh no detg: -35%; CHX counter: 12; Shiga inhibitor: -5; AmpC inh detg: -10%

How did CCN(c1ccccc1)S(=O)(=O)c1ccc(OC)c(NS(=O)(=O)c2cccs2)c1 do in these assays?
AMA1-RON2 inh: 1%; Giardia FBPA inh: 12%; AmpC inh no detg: -39%; CHX counter: -2; Shiga inhibitor: -15; AmpC inh detg: -10%; HCMV antiviral: 17

How did CC1(C)CC(=O)C=C(NC2CC(C)(C)NC(C)(C)C2)C1 do in these assays?
AMA1-RON2 inh: 2%; Giardia FBPA inh: -1%; AmpC inh no detg: -15%; CHX counter: -7; Shiga inhibitor: -14; AmpC inh detg: inconclusive; HCMV antiviral: -11

What do the screens show for `CCc1ccc(N2C(=O)CN(CC(=O)OC)C2=S)cc1`?
AMA1-RON2 inh: -1%; Giardia FBPA inh: 1%; AmpC inh no detg: 3%; CHX counter: -1; Shiga inhibitor: -18; AmpC inh detg: 2%; HCMV antiviral: 1

How did CC1CCN2c3nc4ccccn4c(=O)c3CC3(C(=O)N(C)C(=O)N(C)C3=O)C2C1 (stereo unspecified) do in these assays?
AMA1-RON2 inh: -2%; Giardia FBPA inh: 0%; AmpC inh no detg: inconclusive; CHX counter: -1; Shiga inhibitor: 6; AmpC inh detg: 4%; HCMV antiviral: 17

How did COCCNC(=O)CSc1nc2cc(OC)c(OC)cc2c(=O)n1CCC1=CCCCC1 do in these assays?
AMA1-RON2 inh: -13%; Giardia FBPA inh: 0%; AmpC inh no detg: -21%; CHX counter: -1; Shiga inhibitor: -7; AmpC inh detg: 8%; HCMV antiviral: -27

Structures shown so far that contain a furan ring, fused or not, in the order listed:
How did Cc1ccccc1OCC(=O)Nc1ccccc1NC(=O)c1ccco1 do in these assays?
AMA1-RON2 inh: 6%; Giardia FBPA inh: -4%; AmpC inh no detg: -4%; CHX counter: -4; Shiga inhibitor: 19; AmpC inh detg: inconclusive; HCMV antiviral: -23

Results for Cc1ccccc1OCC(=O)N(Cc1ccco1)c1c(N)n(Cc2ccccc2)c(=O)[nH]c1=O ?
AMA1-RON2 inh: -6%; AmpC inh no detg: -35%; AmpC inh detg: 0%; HCMV antiviral: 0

Next section
How did Cc1ccn2cc(CCNC(=O)COc3ccccc3)nc2c1 do in these assays?
AMA1-RON2 inh: -4%; Giardia FBPA inh: 1%; AmpC inh no detg: -2%; CHX counter: -3; Shiga inhibitor: -1; AmpC inh detg: -5%; HCMV antiviral: 4

What do the screens show for `CCOC(=O)C1(C)C=C(Nc2ccccc2)C(=O)N1c1ccccc1` (stereo unspecified)?
AMA1-RON2 inh: -6%; Giardia FBPA inh: 1%; AmpC inh no detg: -13%; CHX counter: 6; Shiga inhibitor: -5; AmpC inh detg: 2%; HCMV antiviral: -3

How did c1ccc(-c2nnnn2-c2ccccc2)cc1 do in these assays?
AMA1-RON2 inh: 3%; Giardia FBPA inh: -5%; AmpC inh no detg: 0%; CHX counter: -2; Shiga inhibitor: -7; AmpC inh detg: -10%; HCMV antiviral: -3

What do the screens show for `CN(C(=O)c1ccc(OC2CCN(Cc3ccccn3)CC2)cc1)C1CCCCC1`?
AMA1-RON2 inh: 0%; AmpC inh no detg: 86%[activator]; CHX counter: 21*; Shiga inhibitor: 22; AmpC inh detg: 1%; HCMV antiviral: -22

2 consecutive compounds from above, for reference:
What do the screens show for `CC1CCCCN1C(=O)c1cccc(NC(=O)c2ccccc2)c1` (stereo unspecified)?
AMA1-RON2 inh: -9%; Giardia FBPA inh: 3%; AmpC inh no detg: 1%; CHX counter: 25; Shiga inhibitor: 18; AmpC inh detg: -5%; HCMV antiviral: -26

Results for COc1cccc(NC(=O)c2nn(C)c(C(=O)Nc3cccc(OC)c3)c2[N+](=O)[O-])c1 ?
AMA1-RON2 inh: 0%; Giardia FBPA inh: 4%; AmpC inh no detg: -40%; CHX counter: -2; Shiga inhibitor: 18; AmpC inh detg: -7%; HCMV antiviral: -13
